GDH-TPI inh: inhibits GDH-TPI coupling enzymes, artifact for Mtb FBA screen; GDH-TPI coupled enzyme counterscreen, NADH absorbance; inhibition, % at 4.8 µM; actives 1.2% (n = 360,000); AID 588335;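 also: 0% = DMSO wells and 100% = wells lacking the enzyme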
FBA Mtb inh: Mtb fructose-bisphosphate aldolase inhibition; P9WQA3; purified M. tuberculosis FBA, fluorescence read-out; inhibition, % at 1 µM; actives 2.3% (n = 360,000); AID 588726; in the data active = inhibition above about 27%;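 also: 0% = vehicle and 100% = reference inhibitor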
Target sequence (P9WQA3 whole entry, looked up): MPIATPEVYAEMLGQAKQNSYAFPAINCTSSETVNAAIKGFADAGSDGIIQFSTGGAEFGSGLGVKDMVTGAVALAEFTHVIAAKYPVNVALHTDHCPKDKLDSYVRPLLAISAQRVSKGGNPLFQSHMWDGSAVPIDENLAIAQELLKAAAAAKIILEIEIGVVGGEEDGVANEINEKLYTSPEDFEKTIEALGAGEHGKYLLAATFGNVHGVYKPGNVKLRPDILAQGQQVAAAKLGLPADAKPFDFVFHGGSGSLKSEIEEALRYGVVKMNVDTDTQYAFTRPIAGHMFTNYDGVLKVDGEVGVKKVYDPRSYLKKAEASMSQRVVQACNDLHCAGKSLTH
PrPC TRFRET: cell surface PrPC inhibition, primary TR-FRET screen; actives 0.43% (n = 370,000); P04156; inhibition, % at 13.8 µM; TR-FRET read-out; AID 720596; in the data active = inhibition above about 24%; also: 0% = median of the test wells and 100% = reference compound wells
UGM FP inh: inhibitors of M. tuberculosis UDP-galactopyranose mutase. purified UGM, fluorescence polarization probe displacement. inhibition, % at 10 µM. actives 0.06% (n = 320,000). AID 504406; in the data active = inhibition above about 10%, passing the limit was not always enough; inconclusive = no clear call, values can overlap the other calls
Target sequence (P9WIQ1 whole entry, looked up): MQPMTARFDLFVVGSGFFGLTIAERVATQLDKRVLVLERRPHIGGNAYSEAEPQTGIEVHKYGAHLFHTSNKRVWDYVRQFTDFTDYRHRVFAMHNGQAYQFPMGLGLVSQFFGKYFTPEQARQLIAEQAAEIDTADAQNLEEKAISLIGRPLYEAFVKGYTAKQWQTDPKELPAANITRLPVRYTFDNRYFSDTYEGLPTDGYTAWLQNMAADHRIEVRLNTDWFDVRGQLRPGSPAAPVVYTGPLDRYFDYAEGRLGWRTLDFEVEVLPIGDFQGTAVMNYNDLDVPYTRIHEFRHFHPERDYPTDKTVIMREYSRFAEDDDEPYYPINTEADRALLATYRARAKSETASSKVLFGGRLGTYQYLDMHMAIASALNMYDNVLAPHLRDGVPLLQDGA
BoNT-F LC inh: blocks Botulinum neurotoxin F light chain protease | inhibition, % at 10 µM | Multiplex microsphere protease cleavage assay, flow cytometry | actives 0.22% (n = 360,000); in the data active = inhibition above about 35%, passing the limit was not always enough; inconclusive = no clear call, values can overlap the other calls; also: plate controls were buffer without enzyme for full effect and enzyme alone for no effect
FadD28 binding: inhibitors of Mycobacterium tuberculosis FadD28 bisubstrate binding | inhibition, % at 12.5 µM | AID 588549 | actives 0.22% (n = 360,000) | FadD28 bisubstrate probe binding, fluorescence polarization; in the data active = inhibition above about 8.5%, passing the limit was not always enough; inconclusive = no clear call, values can overlap the other calls
CCHFV vOTU inh: CCHFV vOTU protease inhibition; Pep-AMC fluorescence; inhibition, % at 11.5 µM; actives 0.55% (n = 370,000); AID 651958; also: 0% = vehicle wells with enzyme and 100% = no enzyme wells
BoNT-A LC inh2: inhibitors of Botulinum neurotoxin A light chain protease; AID 588499; multiplex microsphere protease substrate cleavage, flow cytometry; actives 0.17% (n = 360,000); inhibition, % at 10 µM; in the data active = inhibition above about 30%; inconclusive = no clear call, values can overlap the other calls; also: plate controls were buffer without enzyme for full effect and enzyme alone for no effect
BioA inh: inhibitors of Mycobacterium tuberculosis BioA enzyme; purified M. tuberculosis BioA enzyme, plate reader; inhibition, % at 9.99 µM; actives 0.096% (n = 360,000); AID 602481; in the data active = inhibition above about 40%; inconclusive = no clear call, values can overlap the other calls
An asterisk follows results filed as active; ? = inconclusive; · = no result given. Rule as the data show it, unless noted: active = inhibition above about 30%; inactive = the rest.

1	CCn1c2ccccc2c2cc(NC(=O)c3ccc([N+](=O)[O-])cc3)ccc21
2	O=C(COC(=O)c1ccc(O)cc1O)NC(=O)c1ccccc1
3	Cc1ccccc1CS(=O)(=O)Cc1ccc(C(=O)N2CCC3(CC2)OCCO3)o1
4	O=c1cc(CSc2nnc(-c3ccccc3)o2)c2ccccc2[nH]1
5	O=C(NCCC(=O)N(Cc1ccco1)Cc1cccs1)c1ccc([N+](=O)[O-])cc1
6	CN(C)c1ccc(/C=N/N=C2/NC(=O)/C(=C/c3ccc([N+](=O)[O-])cc3)S2)cc1
7	Cc1ccc(NC(=O)C2(c3ccccc3)CCCC2)nc1
8	O=C(OCC(=O)N1N=C(c2ccc(Cl)cc2)CC1c1ccco1)c1ccco1 (configuration not stated)
9	Cc1onc(-c2ccccc2Cl)c1C(=O)N/N=C(\N)COc1ccc(Cl)cc1
10	CC(C)N1CCN(C(=O)c2cccc(Cl)c2)CC1

Assay by compound,1,2,3,4,5,6,7,8,9,10
GDH-TPI inh,9,8,-4,9,3,9,4,8,-3,-5
FBA Mtb inh,-1,-1,3,0,4,-6,2,-1,1,-2
PrPC TRFRET,-4,1,2,-1,-29,-17,-3,-9,-2,-2
UGM FP inh,4.8,·,1.1,-1.3,·,0.8,-0.8,-0.5,0.0,-3.1
BoNT-F LC inh,3,-5,11,-13,15,2,-10,2,-3,?
FadD28 binding,-3.4,0.9,0.1,-0.8,-1.1,-0.9,-0.3,-0.7,-2.9,-0.7
CCHFV vOTU inh,14,-3,1,2,2,1,2,-2,5,3
BoNT-A LC inh2,0.8,-4.0,0.9,-1.3,0.9,1.4,-0.7,0.4,1.1,-2.6
BioA inh,·,0.0,·,-2.8,2.5,-1.9,1.6,·,-0.5,0.1

11	COc1ccc(NC(=O)CSc2nnc(-c3cccnc3)o2)c(OC)c1
12	O=C(Nc1ccc(F)cc1)C1(S(=O)(=O)c2ccc(Cl)cc2)CC1
13	COc1ccc(C)cc1NC(=O)C(Sc1nnc2ccccn12)c1ccccc1 (configuration not stated)
14	N#Cc1c(N2C(=O)Nc3ccccc3N2O)sc2c1CCCCCC2
15	Cc1cccc(NC(=O)CCS(=O)(=O)c2ccc3nc(C)sc3c2)c1
16	O=C(NN=C1CCCCCC1)c1cn(-c2ccccc2)nc1-c1ccccc1
17	NC(=O)N/N=C/c1ccc(-c2ccc([N+](=O)[O-])cc2)o1
18	CCc1ccc2c(c1)cc(CN(Cc1ccco1)C(C)=O)c1nnnn12
19	CCOC(=O)N1CCN(C(=O)C(=O)Nc2sc3c(c2C#N)CC(C)(C)OC3)CC1
20	CC(=O)Nc1cccc(C(=O)OCC(=O)Nc2ccc(Cl)cn2)c1

Assay by compound,11,12,13,14,15,16,17,18,19,20
GDH-TPI inh,10,-1,5,21,-16,-1,22,2,18,10
FBA Mtb inh,1,1,1,-2,0,-10,-2,4,-5,4
PrPC TRFRET,-3,-5,3,-3,5,7,-49,7,-3,2
UGM FP inh,-1.0,2.1,1.6,-0.4,·,2.2,-0.6,2.3,0.8,-2.2
BoNT-F LC inh,-3,-5,-3,0,-3,1,0,-2,2,16
FadD28 binding,0.7,-0.6,-1.0,-0.1,-3.4,-4.8,1.2,-1.8,-1.7,-0.6
CCHFV vOTU inh,10,5,-9,15,8,5,16,1,13,1
BoNT-A LC inh2,-1.6,-1.3,-0.4,0.6,-0.2,-0.2,6.9,-1.1,0.3,4.9
BioA inh,1.6,-2.7,1.8,0.7,0.5,·,·,·,-0.8,-2.8

21	COc1ccc(-c2noc(CCCC(=O)Nc3cccnc3)n2)cc1OC
22	Cc1[nH]c2ccc(C(=O)Nc3ccncc3)cc2c1C
23	CN(C)CCNC(=O)c1ccc(Sc2ccc(Br)cc2)c([N+](=O)[O-])c1
24	O=C(COC(=O)c1ccc(S(=O)(=O)N2CCCC2)cc1)Nc1ccccc1
25	CSc1ncccc1C(=O)OCc1c(F)cccc1Cl
26	N/C(CC(=O)Nc1cccc(C(F)(F)F)c1)=N/O
27	Cc1c(C(=O)OCC(=O)Nc2ccc(C(=O)N(C)C)cc2)oc2ccccc12
28	CCCCN(C)C(=S)Nc1ccc(Oc2ccccc2)cc1
29	CCOC(=O)c1ccc(NC(=O)c2ccc3c(c2)C(=O)N(CC2CCCO2)C3=O)cc1 (configuration not stated)
30	Cc1nc2ccccn2c1C(=O)NNC(=S)Nc1ccccc1

Assay by compound,21,22,23,24,25,26,27,28,29,30
GDH-TPI inh,18,9,-1,1,1,5,-1,-12,4,13
FBA Mtb inh,2,0,-2,3,0,1,2,0,-1,3
PrPC TRFRET,7,7,-20,4,7,-3,8,0,2,2
UGM FP inh,-1.6,-2.3,2.0,-0.7,-2.5,0.5,-4.4,-1.4,-0.2,-2.0
BoNT-F LC inh,-3,-15,-8,0,-1,2,-10,-2,6,?
FadD28 binding,-1.6,-4.5,-3.3,0.0,-4.6,-2.4,-3.0,-3.6,-1.6,-0.7
CCHFV vOTU inh,-14,11,-8,14,-3,-4,-4,-12,5,-8
BoNT-A LC inh2,-0.5,-1.2,-0.8,0.2,0.0,-0.5,-3.2,0.3,-0.1,-3.9
BioA inh,·,-0.4,0.0,-6.1,0.4,-1.1,-3.6,-0.4,-0.7,·

31	COc1ccc(S(=O)(=O)N2CCN(CCCOc3ccc(F)cc3)CC2)cc1OC
32	CCOC(=O)C1=C(C)NC(=O)C(C#N)C1c1ccco1 (configuration not stated)
33	Cc1csc(N)n1
34	O=C(O)c1cccc(NS(=O)(=O)c2ccc(Cl)c(C(=O)O)c2)c1
35	COC(=O)[C@H](Cc1ccccc1)NC(=O)N1CCN(c2ccc(F)cc2)CC1
36	COc1ccc(NC(=O)C2CC(=O)n3ncnc3N2)cc1 (configuration not stated)
37	O=c1[nH]c(=S)n(-c2ccc(Cl)cc2)c(O)c1/C=N/N1CCOCC1
38	CC1(C)CC(=NOC(=O)c2ccccc2)CC(C)(C)N1O
39	Cn1cccc1-c1nc2ccccc2[nH]1
40	CN(Cc1ccccc1)S(=O)(=O)c1ccc2[nH]c(=O)oc2c1

Assay by compound,31,32,33,34,35,36,37,38,39,40
GDH-TPI inh,1,8,15,-4,14,4,17,2,-5,1
FBA Mtb inh,-2,2,5,0,-2,1,-2,4,9,1
PrPC TRFRET,4,-4,4,-3,-2,2,8,-1,-1,5
UGM FP inh,1.2,2.2,-2.9,5.5,-5.3,0.8,-0.8,-2.2,-0.4,-0.2
BoNT-F LC inh,22,-17,15,8,·,-6,?,-4,?,-8
FadD28 binding,-2.3,1.2,0.8,-4.2,-3.1,-4.1,-1.1,3.0,-4.6,-2.1
CCHFV vOTU inh,2,-7,6,1,2,4,-1,1,-4,14
BoNT-A LC inh2,-0.8,?,8.1,1.0,·,-1.1,6.4,-0.3,?,-0.6
BioA inh,0.7,·,-0.1,0.6,-0.3,0.1,-1.1,-3.3,·,-0.3

Two entries picked at random from the list so far, as already listed:
4	O=c1cc(CSc2nnc(-c3ccccc3)o2)c2ccccc2[nH]1
33	Cc1csc(N)n1

Assay by compound,4,33
GDH-TPI inh,9,15
FBA Mtb inh,0,5
PrPC TRFRET,-1,4
UGM FP inh,-1.3,-2.9
BoNT-F LC inh,-13,15
FadD28 binding,-0.8,0.8
CCHFV vOTU inh,2,6
BoNT-A LC inh2,-1.3,8.1
BioA inh,-2.8,-0.1

Ordered by count of non-hydrogen atoms (falling): 13 of the compounds above
29	CCOC(=O)c1ccc(NC(=O)c2ccc3c(c2)C(=O)N(CC2CCCO2)C3=O)cc1 (configuration not stated)
13	COc1ccc(C)cc1NC(=O)C(Sc1nnc2ccccn12)c1ccccc1 (configuration not stated)
9	Cc1onc(-c2ccccc2Cl)c1C(=O)N/N=C(\N)COc1ccc(Cl)cc1
21	COc1ccc(-c2noc(CCCC(=O)Nc3cccnc3)n2)cc1OC
11	COc1ccc(NC(=O)CSc2nnc(-c3cccnc3)o2)c(OC)c1
23	CN(C)CCNC(=O)c1ccc(Sc2ccc(Br)cc2)c([N+](=O)[O-])c1
4	O=c1cc(CSc2nnc(-c3ccccc3)o2)c2ccccc2[nH]1
2	O=C(COC(=O)c1ccc(O)cc1O)NC(=O)c1ccccc1
40	CN(Cc1ccccc1)S(=O)(=O)c1ccc2[nH]c(=O)oc2c1
36	COc1ccc(NC(=O)C2CC(=O)n3ncnc3N2)cc1 (configuration not stated)
32	CCOC(=O)C1=C(C)NC(=O)C(C#N)C1c1ccco1 (configuration not stated)
10	CC(C)N1CCN(C(=O)c2cccc(Cl)c2)CC1

Assay by compound,29,13,9,21,11,23,4,2,40,36,32,10
GDH-TPI inh,4,5,-3,18,10,-1,9,8,1,4,8,-5
FBA Mtb inh,-1,1,1,2,1,-2,0,-1,1,1,2,-2
PrPC TRFRET,2,3,-2,7,-3,-20,-1,1,5,2,-4,-2
UGM FP inh,-0.2,1.6,0.0,-1.6,-1.0,2.0,-1.3,·,-0.2,0.8,2.2,-3.1
BoNT-F LC inh,6,-3,-3,-3,-3,-8,-13,-5,-8,-6,-17,?
FadD28 binding,-1.6,-1.0,-2.9,-1.6,0.7,-3.3,-0.8,0.9,-2.1,-4.1,1.2,-0.7
CCHFV vOTU inh,5,-9,5,-14,10,-8,2,-3,14,4,-7,3
BoNT-A LC inh2,-0.1,-0.4,1.1,-0.5,-1.6,-0.8,-1.3,-4.0,-0.6,-1.1,?,-2.6
BioA inh,-0.7,1.8,-0.5,·,1.6,0.0,-2.8,0.0,-0.3,0.1,·,0.1

39	Cn1cccc1-c1nc2ccccc2[nH]1

Assay by compound,39
GDH-TPI inh,-5
FBA Mtb inh,9
PrPC TRFRET,-1
UGM FP inh,-0.4
BoNT-F LC inh,?
FadD28 binding,-4.6
CCHFV vOTU inh,-4
BoNT-A LC inh2,?
BioA inh,·

(cont.)
41	N#CCCN(Cc1cccnc1)C(=S)Nc1ccc(OC(F)F)cc1
42	O=C(/C=C/c1ccc(F)cc1)Nc1cccc(S(=O)(=O)Nc2cccc(C(F)(F)F)c2)c1
43	COC(=O)[C@@]1(Cc2ccc(F)cc2)[C@H]2c3cc(C(=O)N4CCCC4)n(C[C@H](O)CO)c3C[C@H]2CN1C(=O)c1ccccc1
44	O=C(c1ccc(CSc2nc3ccncc3[nH]2)cc1)N1CCCCC1
45	CCOC(=O)CN(C(=O)COc1nc(C)cc(C)c1C#N)c1ccc(Cl)cc1
46	CCOC(=O)c1c(S(=O)(=O)NCC(=O)NCc2ccccc2Cl)c(C)n(C)c1C
47	CC(=O)N1c2ccc(S(=O)(=O)N3CCCC(C(=O)Nc4cccc(Cl)c4)C3)cc2CC1C (configuration not stated)
48	Cc1ccc(C)c(OCC(=O)NNC(=O)C2CCC2)c1
49	COCCn1c(SCC(=O)Nc2ccc(S(=O)(=O)N3CCOCC3)cc2)nc2ccccc21
50	COCCCNC(=O)c1ccc(CSCc2ccc(C)cc2)o1

Assay by compound,41,42,43,44,45,46,47,48,49,50
GDH-TPI inh,-7,0,·,-1,-3,-4,-7,4,0,6
FBA Mtb inh,-1,1,·,-3,0,-1,-3,4,-5,-1
PrPC TRFRET,2,3,-5,5,7,-1,16,9,-2,1
UGM FP inh,0.3,0.4,·,-0.6,-1.1,1.2,-2.9,2.7,-2.1,0.5
BoNT-F LC inh,1,0,-3,-1,-2,-8,-8,1,-4,6
FadD28 binding,-2.5,-2.2,·,-4.9,-1.3,-2.7,-0.3,-2.0,-1.9,-1.1
CCHFV vOTU inh,-5,3,8,-3,-3,7,7,-1,-5,4
BoNT-A LC inh2,-0.5,0.6,-1.4,-0.1,0.1,-1.0,-2.4,-2.6,?,-1.6
BioA inh,·,·,·,1.4,·,0.1,1.6,-5.2,-0.5,0.2

51	COc1cccc(C2=NOC(C(=O)Nc3cccnc3Cl)C2)c1 (configuration not stated)
52	O=C1CS/C(=N/N=C\c2ccn[nH]2)N1
53	COc1cccc(C(=O)NCCN2CCOCC2)c1
54	O=C(NNS(=O)(=O)c1ccc(F)cc1)c1cc2ccccc2cc1O
55	C/C(=C\c1ccc(Br)cc1)C(=O)c1c(C)cc(C)[nH]c1=O

Assay by compound,51,52,53,54,55
GDH-TPI inh,-3,23,-8,7,16
FBA Mtb inh,3,-1,-2,4,1
PrPC TRFRET,1,0,5,6,3
UGM FP inh,-5.6,4.3,-0.2,1.7,-1.4
BoNT-F LC inh,-3,5,-10,10,24
FadD28 binding,-1.9,-1.0,1.1,1.1,-0.3
CCHFV vOTU inh,0,-9,-3,1,12
BoNT-A LC inh2,0.0,0.7,-0.6,-1.5,-1.7
BioA inh,·,1.4,·,-1.3,-0.8

High-throughput results as filed in PubChem BioAssay.
